TGFb inhibitor = blocks TGF-b signaling; HepG2 CAGA-GFP TGF-b/SMAD3 reporter, GFP fluorescence, 18 h; TGF-beta stimulated, 500 pg/mL final; Potency, µM (highest dose often 46.1 µM), for inactives: at the highest dose activity, negative = inhibition, actives largely listed as inhibitors; hit rate 1.2% among 410,000; AID 588855; further: on the % scale 0 is the no-effect control and ±100 the full control effect; nearly all actives have a fitted effect of over 65% in size
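GFP signal (ex488/em500-530) from TGF-beta-stimulated HEPG2 CAGA-GFP cells, 500 pg/mL final, 18 h at 37 degrees C in DMEM plus 1% FBS, normalized to unstimulated and DMSO-stimulated controls.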
Nrf2 block = inhibitors of Nrf2 signaling | A549 ARE-Fluc reporter, luciferase luminescence, 18-24 h | Potency, µM (top dose mostly 46 µM), for inactives: at the top dose activity change, negative = inhibition, actives largely listed as inhibitors | hit rate 2.1% among 360,000; further: on the % scale 0 is the no-effect control and ±100 the full control effect; nearly all actives have a fitted effect of over 60% in size
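A549 ARE_Fluc cells, 5000/well, 5% FBS OPTI-MEM; compounds in dose-response, 18-24 h at 37 °C/5% CO2; CellTiter-Fluor viability read (Ex 405/Em 525), then BugLite luciferase luminescence = Nrf2 activity.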
EPAC2 antag = antagonists of human EPAC2. EPAC2 GEF exchange of Rap1B-BODIPY-GDP, fluorescence. Potency, µM (highest dose often 114 µM), for the others: at the top dose activity, negative = inhibition, usual class: inhibitors. Q8WZA2. hit rate 0.18% among 360,000; further: on the % scale 0 is the no-effect control and ±100 the full control effect; nearly all actives have a fitted effect of over 45% in size; many of its hits are not listed in these tables
Target sequence (Q8WZA2 whole entry, looked up): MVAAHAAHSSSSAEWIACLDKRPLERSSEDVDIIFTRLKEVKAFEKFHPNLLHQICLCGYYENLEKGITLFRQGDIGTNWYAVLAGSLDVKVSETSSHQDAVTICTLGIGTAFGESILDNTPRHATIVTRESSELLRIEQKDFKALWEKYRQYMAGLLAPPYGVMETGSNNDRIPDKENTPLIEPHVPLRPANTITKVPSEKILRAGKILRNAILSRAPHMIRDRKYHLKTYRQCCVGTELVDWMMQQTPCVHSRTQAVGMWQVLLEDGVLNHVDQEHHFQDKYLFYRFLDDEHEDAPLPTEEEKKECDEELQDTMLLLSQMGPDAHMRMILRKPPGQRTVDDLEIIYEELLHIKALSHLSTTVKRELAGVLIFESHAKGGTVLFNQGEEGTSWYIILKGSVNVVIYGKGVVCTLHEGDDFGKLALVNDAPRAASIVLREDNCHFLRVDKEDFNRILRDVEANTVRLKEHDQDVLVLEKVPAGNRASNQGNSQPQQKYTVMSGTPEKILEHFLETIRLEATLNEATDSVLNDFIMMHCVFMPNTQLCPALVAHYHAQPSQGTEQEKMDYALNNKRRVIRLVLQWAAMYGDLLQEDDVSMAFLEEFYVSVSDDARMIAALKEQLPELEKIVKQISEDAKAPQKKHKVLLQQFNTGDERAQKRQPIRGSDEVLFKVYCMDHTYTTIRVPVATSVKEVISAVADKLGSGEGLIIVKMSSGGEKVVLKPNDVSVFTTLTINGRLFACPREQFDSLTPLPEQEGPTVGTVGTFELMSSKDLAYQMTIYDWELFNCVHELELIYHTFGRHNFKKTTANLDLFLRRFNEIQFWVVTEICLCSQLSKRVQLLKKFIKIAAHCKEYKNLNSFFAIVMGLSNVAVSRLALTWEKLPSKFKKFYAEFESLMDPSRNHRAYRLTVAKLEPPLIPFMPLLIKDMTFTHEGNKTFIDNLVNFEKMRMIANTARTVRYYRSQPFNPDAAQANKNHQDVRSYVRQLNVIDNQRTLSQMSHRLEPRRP
HepG2 tox = kills HepG2 cells in TGF-b inhibitor counter-screen; HepG2 CAGA-GFP viability, ATP luminescence, 18 h; Potency, µM (top dose mostly 46.1 µM), inactives show top-dose activity change, negative = cytotoxicity, actives largely listed as cytotoxic; hit rate 0.76% among 410,000; AID 588856; further: some results filed as inactive show a strong effect at the top dose
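HepG2 CAGA-GFP cells (1000/well, DMEM with 1% FBS) received compound, then TGF-beta at 500 pg/mL final, and were incubated 18 hours at 37 degrees C. Viability was read by CellTiter-Glo luminescence. Media-only wells were set as complete cell-killing and DMSO as no toxicity.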
MCF10A rereplic = inducers of DNA re-replication in MCF 10A breast cells. MCF 10A DNA re-replication, Hoechst nuclear intensity, 48 h. Potency, µM (top dose mostly 46.1 µM), for inactives: at the top dose activity, positive = re-replication, usual class: activators. hit rate 2.9% among 350,000. AID 624296; further: % of control where 0% means no effect; nearly all actives have a fitted effect of over 50% in size
ATXN2 expr inh = reduces ATXN2 reporter expression in HEK-293 cells; HEK-293 ATXN2-luciferase reporter, luminescence, 24 h; AID 1745845; Potency, µM (highest dose often 57 µM), inactives show at the top dose activity change, negative = inhibition, usual class: inhibitors; hit rate 0.72% among 360,000; further: on the % scale 0 is the no-effect control and ±100 the full control effect; nearly all actives have a fitted effect of over 55% in size
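ATXN2-luciferase reporter cells (luciferase flanked by upstream and downstream ATXN2 gene portions) were treated 24 h at 37 °C with compounds at up to 57 uM. SteadyGlo luminescence gave expression; GF-AFC fluorescence gave viability.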
Nrf2 activator = activators of Nrf2 (ARE) signaling; AREc32 ARE-luciferase reporter (MCF7-derived line), luminescence, 24 h; Potency, µM (series often up to 46.1 µM), inactives show at the highest dose activation, actives largely listed as activators; hit rate 0.31% among 410,000; further: % of control where 0% means no effect; nearly all actives have a fitted effect of over 65% in size
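Each well held 1000 AREc32 cells, which were incubated with compound for 24 hr at 37 deg C after overnight attachment, and ARE reporter activity was quantified by firefly luciferase luminescence.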
A549 tox = kills or reduces viability of A549 cells in Nrf2 counter-screen. Potency, µM (titrated, usually from 46 µM), inactives show at the highest dose activity change, negative = cytotoxicity, most hits filed as inhibitors. hit rate 0.16% among 390,000. A549 ARE-Fluc cells, CellTiter-Fluor viability, 18-24 h; further: on the % scale 0 is the no-effect control and ±100 the full control effect
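A549 ARE_Fluc cells in 5% FBS OPTI-MEM were exposed to compounds in concentration-response for 18-24 h at 37 deg C. Viability was read by CellTiter-Fluor fluorescence (Ex 405/Em 525) after 30 min, before the luciferase read.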
ATXN viability = cell viability loss in ATXN counter-screen; S2 cells (HEK-293 line with an ATXN2-luciferase reporter) viability, CellTiter-Fluor protease fluorescence, 24 h; Potency, µM (highest dose often 56.7 µM), most hits filed as cytotoxic; hit rate 0.49% among 400,000; AID 651635; further: nearly all actives have a fitted effect of over 40% in size
Active calls of the source: *; i = inactive; ? = inconclusive; / = not tested or not shown; & = joins results of further samples; [ ] = remark or other dose. The call rests on the fitted dose curve; in most records, active means well fitted curve in the direction sought with a large enough effect; inconclusive means small, poorly fitted or top-dose-only effect, or another doubt; inactive means no such curve, though single readings can be large; an effect the other way counts as inactive or inconclusive. Potency means the concentration at half of the fitted maximal effect.

SMILES	TGFb inhibitor	Nrf2 block	EPAC2 antag	HepG2 tox	MCF10A rereplic	ATXN2 expr inh	Nrf2 activator	A549 tox	ATXN viability
CC(=O)NC1=NN(C(C)=O)C(C)(CS(=O)(=O)c2ccc(C)c(C)c2)S1 (configuration not stated)	16%	1%	0%	15%	-14%	0%	0.3%	-4%	i
CC(C)n1cc(CN2CCCC(C(=O)Nc3ccccc3Oc3cccnc3)C2)cn1 (configuration not stated)	-8%	-16%	0%	-16%	8%	1%	0.5%	14%	i
Cc1c(Cl)cccc1NC(=O)C1=COCCO1	6%	4%	8%	0%	-2%	6%	2.2%	-8%	i
Cc1cccc(-c2cc(-c3ccccc3)nc(SCC(=O)Nc3ccccc3)c2C#N)c1	-1%	11%	/	2%	/	3%	3.3%	-2%	?
COc1ccccc1-c1cnc(C(O)c2ccc(Cl)cc2)[nH]1 (configuration not stated)	-15%	/	-4%	-16%	/	-23%	0.7%	/	?
CC(Sc1nnc(C2CC2)n1C1CC1)C(=O)Nc1ccc(C(N)=O)cc1 (configuration not stated)	-1%	4%	9%	-1%	-8%	-5%	-0.2%	1%	i
O=C(COC(=O)c1cc(Cl)ccc1O)c1ccc2c(c1)OCO2	6%	-8%	1%	-12%	2%	22%	0.3%	1%	i
COCC(=O)N1CCCC(CNS(=O)(=O)c2ccc(OC)cc2)C1 (configuration not stated)	6%	9%	9%	2%	-4%	17%[11.3 µM]	0.0%	0%	i
COc1ccc(S(=O)(=O)NCc2nc3nc(C)cc(C)n3n2)cc1	6%&-3%	3%&8%	-9%	-1%&-1%	7%	-6%	-0.5%&-0.9%	1%&9%	i
Cc1nc2c(C(=O)N3CCN(c4ccccn4)CC3)cnn2c(C)c1Cc1cccc(Cl)c1	-14%	?	-15%	-22%	?	-18%	0.2%	1%[1.84 µM]	i
O=c1[nH]c(O)c(/C=C2\C=Nc3ccc(Br)cc32)[nH]1	?	19%	-2%	1%	-2%	-11%	10µM*	-6%	?
Cc1occc1-c1n[nH]c(=S)n1C	12%	-24%	3%	5%	-7%	-25%	0.2%	8%	i
CCOC(=O)C1=CCN(S(=O)(=O)c2ccc(F)cc2)C1c1ccc(Br)cc1 (configuration not stated)	-23%	/	-13%	-32%	/	-37%	7.9%	/	?
O=S(=O)(Nc1ccc(Cl)cn1)c1ccccc1	-12%	-7%	-29%	-15%	-35%[inhibitor]	-30%	-0.5%	11%	i
Cc1ccc(C(=O)NC(Cc2ccc(C(C)(C)C)cc2)C(=O)O)cc1 (configuration not stated)	2%	-27%	-8%	-16%	-8%	-1%	-0.8%	2%	i
COc1ccc(OCCSc2nc(C)c(Cc3ccccc3)c(=O)[nH]2)cc1	1%	-27%&-25%	2%	-14%&-1%	29%	/	0.2%&0.6%	-4%&-9%	i
COC(=O)c1ccccc1NC(=O)NCc1ccncc1	6%	4%	-4%[57.1 µM]	10%	-7%	/	0.0%	9%	?
COc1ccc(CN(Cc2cccnc2)S(=O)(=O)c2ccc(-n3cnnn3)c(OC)c2)cc1	6%	?	-6%	-2%	-2%	-18%	3.3%	-6%	i
CC#CCOC(=O)c1c(C)nc2sc3c(c2c1N)CCC(O)C3 (configuration not stated)	23%	?	3%	-5%	?	3%	5.6%	0%	i
CC(=O)Nc1ccc(C(=O)OCc2ccc(Br)cc2)cc1	?	-11%	-10%	-61%	?	3%	0.2%	15%	i
COC(=O)[C@@]1(C)[C@H]2C(=O)N(Cc3ccccc3)C(=O)[C@H]2[C@H]2CN(C)C(=NC3CCCCC3)N21	9%	-6%	7%	-22%	10%	4%	-0.9%	0%	i
CC(C)n1nc(C(=O)Nc2cccc(S(=O)(=O)N3CCOCC3)c2)c2ccccc2c1=O	4%	-26%	-27%	-26%	-1%	-8%	0.7%	0%	i
Cc1sc(NC(=O)CSc2nnc(C)c(=O)[nH]2)c(C#N)c1C	-12%	3%	-3%	-18%	0%	0%	-0.9%	0%	i
O=C(OCC(=O)N1CCc2ccccc2C1)c1ccc(O)cc1	-6%	14%	6%	0%	0%	18%	0.6%	1%	i
Nc1nc2[nH]c(=S)[nH]c2c(=O)[nH]1	8%	2%	/	15%	/	/	/	-7%	/
CCN(CC)S(=O)(=O)c1ccc(C(=O)NCc2ccc3c(c2)cc(C)n3C)cc1	-2%	-11%	7%	-9%	-2%	6%	2.2%	-2%	?
COc1cc(C(=O)NCC(=O)OCC(=O)c2ccc[nH]2)cc(OC)c1OC	-10%	11%	8%	-3%	-6%	-8%	-0.6%	-6%	i
O=C(CSc1nnc(-c2cccs2)o1)OCc1ccccc1	?	5%	-2%	-1%	3%	-5%	-0.8%	-2%	?
OCCN1CCN(c2nc(-c3ccccc3)c3cc(Br)ccc3n2)CC1	?	3%	-15%	-91%	18µM*	-23%	6.3%	-5%	i
CC(C)c1ccc(CN(C(=O)/C=C/c2ccco2)C2CCS(=O)(=O)C2)cc1 (configuration not stated)	-28%	-20%	-8%	20%	3%	-7%	9.3%	-1%	i
CCc1ccc(S(=O)(=O)NCCc2csc(-c3cccnc3)n2)s1	-31%	-14%	-6%	-20%	14%	-4%	0.8%	1%	i
Cc1n[nH]c(=O)c2c(NC(=O)CSc3nnc(-c4ccco4)n3C)oc(C)c12	-3%	-18%	12%	5%	8%	/	-0.2%	-2%	i
CC(=O)OCC(=O)[C@@]1(OC(C)=O)[C@@H](C)C[C@H]2[C@@H]3C[C@H](F)C4=CC(=O)C=C[C@]4(C)[C@@]3(F)[C@@H](O)C[C@@]21C	3%	0.0092µM*	-5%	-22%	6%&8%&13%	-21%&2%	2.0%	5%	i
CCSc1nnc(NC(=O)Cn2cnc3ccccc3c2=O)s1	9%	2%	4%	6%	-3%	/	0.1%	0%	i
COc1ccc(CCNC(=O)Cc2c(C)c3ccc(O)c(C)c3oc2=O)cc1OC	-17%	-3%	/	-25%	/	-23%	3.2%	-7%	/
COc1ccc(S(=O)(=O)N2CCCCC2)cc1NC(=O)CN1C(=O)NC(C)(C2CC2)C1=O (configuration not stated)	-10%	-4%	4%	1%	-7%	1%	-0.4%	0%	i
Cc1cc2c(cc1S(=O)(=O)CCC(=O)Nc1cccc(C(F)(F)F)c1)OCC(=O)N2	-13%	11%	5%	-6%	3%	3%	0.1%	12%	i
COc1cc(-c2nnc(-c3cc(-c4ccccc4)nc4ccccc34)o2)cc(OC)c1OC	-4%	-5%	-3%	-14%	-4%	2%	-0.1%	-3%	i
COc1ccc(C2=C(C)C(=NCCCN3CCN(c4cc(C)ccc4C)CC3)NS2(=O)=O)cc1	?	-17%	/	10µM*	/	/	1.1%	6%	/
COCCN(CCOC)S(=O)(=O)c1ccc(/C(O)=C(\C#N)c2nc3ccccc3[nH]2)cc1	-2%	-24%	-21%	-5%	21%	1%	7.4%	-8%	i
O=C(c1ccco1)N1CCN(C2CN(Cc3ccc([N+](=O)[O-])cc3)S(=O)(=O)C2)CC1 (configuration not stated)	-1%	/	11%	-10%	/	3%	-0.5%	/	i
COc1ccc(OCCNc2cc(Cl)ccc2[N+](=O)[O-])cc1	2%	?	-9%	-50%	-1%	7%	10%	?	i
O=C(Nc1ccc(S(=O)(=O)Nc2nccs2)cc1)c1ccccc1OC(F)F	-26%	9%	-11%	-4%	-1%	6%	-1.6%	-6%	i
O=C(CCCOc1ccc(Cl)cc1)N1CCOCC1	-12%	5%	2%	-16%	-13%	10%	2.7%	-10%	i
Cc1ccc(NC(=O)C2CCCN2S(=O)(=O)c2cccc3cccnc23)cc1F (configuration not stated)	-1%	0%	-24%	3%	0%	-1%	0.3%	-2%	i
O=C(NCC(c1cccs1)N1CCOCC1)C1CCN(S(=O)(=O)c2ccccc2C(F)(F)F)CC1 (configuration not stated)	21%	0%	1%	-3%	?	-3%	0.1%	1%	i
Cc1ccc(NCC(=O)N/N=C/c2ccncc2)cc1	15%	?	4%	-1%	-1%	3%	-0.1%	1%	i
Cc1cccc(NC(=O)CSc2nnc(NC(=O)Nc3ccccc3)s2)c1C	-10%	/	/	1%	/	/	3.6%	8%	/
COc1ccc([N+](=O)[O-])cc1CSc1nnc(NC(C)=O)s1	28%	-12%	0%	-12%	2%	-18%	-0.5%	6%	i
O=C(Cc1ccccc1)Nc1ccc(NC(=S)NC(=O)c2ccccc2)cc1	-9%	-25%	-4%	-2%	-4%	-28%	-0.7%	0%	?
CN(CC(=O)OCC(=O)NC(=O)c1cccn1C)S(=O)(=O)c1ccc(Cl)cc1	7%	10%	-1%	-4%	-13%	7%	-0.5%	2%	i
Cc1ccc(NC(=O)CNC(=O)c2ccc(C)o2)cc1	2%	1%	3%	0%	4%	5%	0.8%	-11%	i
CCNS(=O)(=O)c1ccc(NC(=O)Cc2ccc(F)cc2)cc1	-3%	-29%	1%	2%	-1%	3%	0.1%	-1%	i
CC1=C(C(=O)N2CCN(c3cccc(Cl)c3)CC2)C2(CCCCC2)OC1=O	?	-4%	/	-21%	/	-5%	0.1%	2%	i
Cc1nnc(N(C)C(=O)c2cnccn2)s1	0%	-4%	13%	-2%	23%	-12%	-0.1%	8%	i
COC(=O)c1nn(-c2c(C)n(C)n(-c3ccccc3)c2=O)cc1O	0%	3%	-1%	-18%	4.1µM*	1%	-0.1%	6%	i

Part of the list above in another layout.
Screens in order: TGFb inhibitor | Nrf2 block | EPAC2 antag | HepG2 tox | MCF10A rereplic | ATXN2 expr inh | Nrf2 activator | A549 tox | ATXN viability
O=C(Nc1ccc(S(=O)(=O)Nc2nccs2)cc1)c1ccccc1OC(F)F
→ -26% | 9% | -11% | -4% | -1% | 6% | -1.6% | -6% | i
O=C(CCCOc1ccc(Cl)cc1)N1CCOCC1
→ -12% | 5% | 2% | -16% | -13% | 10% | 2.7% | -10% | i
Cc1ccc(NC(=O)C2CCCN2S(=O)(=O)c2cccc3cccnc23)cc1F (configuration not stated)
→ -1% | 0% | -24% | 3% | 0% | -1% | 0.3% | -2% | i
O=C(NCC(c1cccs1)N1CCOCC1)C1CCN(S(=O)(=O)c2ccccc2C(F)(F)F)CC1 (configuration not stated)
→ 21% | 0% | 1% | -3% | ? | -3% | 0.1% | 1% | i

High-throughput results as filed in PubChem.

A portion of the library (hit frequency here may not be typical).
